Compound activity (PubChem BioAssay)
Exocytosis inh: lytic granule exocytosis inhibition; TALL-104 LAMP-1 surface exposure, flow cytometry; cells stimulated with thapsigargin and PMA; inhibition, % at 10 µM; 360,000 tested, 0.66% active; AID 651702;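 active = inhibition above about 55%, limit read from the data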
CaV13 FRET inh: Primary screen for inhibitors of IQ motif and Ca2+-dependent inactivation inhibitor domain binding in CACNA1D, Förster resonance energy transfer in living cells, …. 340,000 tested, 0.098% active. HEK cells, CFP/YFP FRET ICDI-IQ, plate reader, 10 min; percent FRET-ratio fall versus neutral wells. inhibition, % at 12.3 µM;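 active = mean replicate inhibition of at least 30% and at least 1% of replicates passing that level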;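 also: 0% = median of the neutral control wells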
Cardio protect: myocardial damage modulation in H9c2 cells; H9c2 cardiomyocytes, H2O2 injury protection, ATPLite, 2 h; protection from H2O2 cell death, % at 20 µM; 360,000 tested, 0.63% active; AID 588492;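 active = compounds giving at least 50% protection of heart cells from peroxide-induced death in the single-dose screen, raw or plate-pattern-corrected value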;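 also: 0% = DMSO wells with peroxide and 100% = DMSO wells without peroxide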
HTR2A ag: agonists of mouse serotonin 5-HT2A receptor (HTR2A); CHO-K1 mHTR2A beta-arrestin complementation, luminescence; percent of 30 µM serotonin response; activation, % at 7.6 µM; 360,000 tested, 0.66% active; AID 624169;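 active = activation above a run cutoff, the mean activation of all tested compounds plus 3 SD, cut at about 14% in these data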;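 also: 0% = plate median of compound wells and 100% = 30 µM serotonin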
ABCB6 inh 2: human ABCB6 transporter inhibition | Q9NP58 | K562-ABCB6 porphyrin accumulation, flow cytometry, 1 h; stronger effect = lower value | 360,000 tested, 0.19% active | fluorescence ratio to DMSO, % at 10 µM;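 active = fluorescence ratio to DMSO below 75%, the collection mean minus 3 SD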;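 also: signal is porphyrin accumulated inside mitochondria; 100% equals median channel fluorescence of DMSO control wells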
Target sequence (Q9NP58 whole entry, looked up): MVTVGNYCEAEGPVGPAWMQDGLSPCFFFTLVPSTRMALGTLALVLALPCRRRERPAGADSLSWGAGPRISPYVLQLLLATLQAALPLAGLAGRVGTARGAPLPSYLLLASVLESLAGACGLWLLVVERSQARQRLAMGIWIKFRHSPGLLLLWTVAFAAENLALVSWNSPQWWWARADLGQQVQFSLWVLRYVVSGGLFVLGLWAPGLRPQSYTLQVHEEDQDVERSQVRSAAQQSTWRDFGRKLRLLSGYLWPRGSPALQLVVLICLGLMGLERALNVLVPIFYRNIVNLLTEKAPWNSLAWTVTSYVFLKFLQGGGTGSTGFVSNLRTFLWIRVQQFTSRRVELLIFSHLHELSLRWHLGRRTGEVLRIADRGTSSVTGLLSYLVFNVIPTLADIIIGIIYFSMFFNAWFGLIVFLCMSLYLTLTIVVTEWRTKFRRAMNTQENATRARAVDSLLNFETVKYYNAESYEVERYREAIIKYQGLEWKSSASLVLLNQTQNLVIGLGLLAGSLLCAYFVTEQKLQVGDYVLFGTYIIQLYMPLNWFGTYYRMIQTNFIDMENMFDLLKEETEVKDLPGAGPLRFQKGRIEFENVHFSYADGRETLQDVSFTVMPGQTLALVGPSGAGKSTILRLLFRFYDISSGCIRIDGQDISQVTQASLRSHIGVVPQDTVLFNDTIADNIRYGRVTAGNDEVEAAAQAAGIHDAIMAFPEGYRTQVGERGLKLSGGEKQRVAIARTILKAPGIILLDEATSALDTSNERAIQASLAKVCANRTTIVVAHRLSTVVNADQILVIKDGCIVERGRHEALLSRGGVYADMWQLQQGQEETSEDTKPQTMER
N-glyco inh: blocks N-linked glycosylation in D54 reporter cells. reporter increase, % at 12.5 µM. D54 ERlucT glycosylation luciferase reporter, 24 h; percent of 100 nM tunicamycin response. 360,000 tested, 0.23% active;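 active = mean luciferase reporter signal, scaled so untreated is 0 and the glycosylation-blocking control 100, at or above a set limit in every replicate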;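 also: luciferase carries N-glycosylation sites so blocking glycosylation raises the light; 0% = median of neutral control wells and 100% = median of 100 nM tunicamycin wells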
ABHD5-PLIN5 inh: ABHD5-PLIN5 protein interaction inhibition; Q00G26+Q8WTS1; Split G. princeps luciferase complementation, luminescence, 4 h; inhibition, % at 4 µM; 360,000 tested, 0.78% active; AID 602281;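 active = inhibition above the mean inhibition across every tested compound plus 3 SD, cut at about 22% in these data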;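 also: 0% = DMSO only wells and the 100% control is not disclosed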
MC4R ag barr: activates human MC4R beta-arrestin recruitment | U2OS MC4R beta-arrestin complementation, luminescence; percent of melanotan II response, DMSO zero | activation, % at 8.9 µM | 360,000 tested, 0.98% active;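 active = activation above a per-plate cutoff, the mean activation of sample wells on that plate plus 3 SD, cut at about 8% in these data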
MC4R antag cAMP: blocks human MC4R cAMP signaling. 360,000 tested, 0.48% active. inhibition, % at 6.5 µM. MC4R-expressing cells, MTII-stimulated cAMP, LANCE TR-FRET. P32245. AID 540295;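 active = inhibition above its plate's cutoff, the mean of tested wells on that plate plus 3 SD, cut at about 29% in these data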;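 also: 0% = Melanotan II alone and 100% = Melanotan II plus saturating MCL0020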
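System: U2OS-MC4R stable cell line; Technique: Eu-cAMP/anti-cAMP TR-FRET, emission 671 nm; Repeats: single well per compound; Also added: Melanotan II; Dosing: one concentration, 6.5 µM nominal; Schedule: 30-min compound, 1-h challenge, 1-h detection, room temperature.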
PDI turbidity: inhibitors of human protein disulfide isomerase; 350,000 tested, 0.052% active; P07237; inhibition, % at 10 µM; PDI insulin aggregation turbidity, A650, 90 min;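 active = mean inhibition across replicates of 30% or more, whatever share of single replicates reach that level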;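 also: absorbance from insulin aggregation driven by PDI reduction with DTT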
Numbers without * were called inactive; . = no result given.

SMILES	Exocytosis inh	CaV13 FRET inh	Cardio protect	HTR2A ag	ABCB6 inh 2	N-glyco inh	ABHD5-PLIN5 inh	MC4R ag barr	MC4R antag cAMP	PDI turbidity
CNc1nnc(Sc2ncccc2[N+](=O)[O-])s1	-2	-3	0	11	97	0	-2	-1.4	3	1
COC(=O)Cn1c(C)nc2ccccc21	1	-8	1	2	105	0	-4	-3.4	7	2
COc1ccccc1N(C)S(=O)(=O)c1ccc(C(=O)NCc2ccccc2CN2CCCC2)cc1	-5	-5	-10	-9	97	-6	1	0.1	4	-3
COC(=O)c1cc(NC(=S)N2CCN(c3ccccn3)CC2)cc(C(=O)OC)c1	2	-6	0	-2	100	4	-1	-4.0	5	-4
Cc1cc(C(=O)OCC(=O)Nc2cccc([N+](=O)[O-])c2)c(C)o1	-2	-7	-6	-2	99	-1	-1	-2.9	-1	-9
Cc1cccc(Nc2nnc(SCC3CCCCO3)s2)c1C (centres undefined)	10	-5	-10	-2	98	1	-1	-0.9	8	4
CCn1nc(C)c(CNC(=O)CCc2nnc(Cc3c[nH]c4ccccc34)o2)c1C	0	-6	-2	-1	92	3	1	-3.9	7	6
CCOC(=O)c1c[nH]c2c(C(=O)c3ccccc3)cc(Cl)cc2c1=O	-10	-5	-5	5	103	-1	-8	2.3	12	-2
CC(Sc1nnc(N)s1)C(=O)NNC(=O)c1cccc(Cl)c1 (centres undefined)	-6	-5	-2	-3	104	0	-8	-2.4	0	13
CCCCNS(=O)(=O)c1ccc(NC(=O)c2c(-c3ccccc3Cl)noc2C)cc1	6	.	-8	-9	105	0	-6	0.4	13	-9
Cc1cccc(C)c1-n1nnnc1C(c1cccc2ccccc12)N1CCN(C/C=C/c2ccccc2)CC1 (centres undefined)	2	-6	-8	-4	96	-4	4	.	.	.
CCC/C(=N\NC(=O)CCC(=O)NCc1ccccc1)c1ccccc1	2	-2	-3	0	90	1	-3	-1.2	4	-8
Cc1ccc(C(C(=O)NC2CCCC2)N2CCCC(C)C2)cc1 (centres undefined)	0	-7	-1	0	95	1	-1	-0.1	6	1
O=C(CNC(=O)C(c1ccccc1)c1ccccc1)N/N=C\c1ccc(C(=O)O)cc1	-1	-7	-1	-6	98	1	2	-2.4	3	6
CCn1c(SCC(=O)N2CCOCC2)nnc1-c1ccco1	10	-2	6	10	95	2	4	0.8	12	5
CCCc1cc(=O)oc2cc(C)cc(OCC(=O)NC(Cc3c[nH]c4ccc(O)cc34)C(=O)O)c12 (centres undefined)	10	.	2	1	103	-1	-5	-0.4	9	.
Cc1ccc(NC(=O)c2cc(-n3cnnc3)ccc2Cl)cc1	-3	-7	-1	-1	86	3	1	-1.4	2	-4
CC(=O)Nc1ccc(S(=O)(=O)N(C)CC(=O)OCC(=O)c2ccc3c(c2)NC(=O)CO3)cc1	1	-5	5	-3	102	3	-10	1.6	17	2
Brc1cccc2sc(N3CCCC3)nc12	-2	-7	-3	4	94	2	4	-0.3	8	-3
CN1C(C)(C)CC(NC(=O)c2ccco2)CC1(C)C	0	-6	3	-1	102	2	0	-1.0	5	4
C=CCc1cccc(/C=N/NC(=O)COc2ccc(-n3cnnn3)cc2)c1O	-2	-3	33	-2	93	-4	-7	-2.5	0	7
CC(C)=CCN1CCN(C/C(Cl)=C/c2ccccc2)CC1CCO (centres undefined)	-1	2	-6	-5	102	-1	1	-0.9	9	2
C=CCNC(=S)N1CCN(c2ncc3c(=O)c(C(=O)O)cn(CC)c3n2)CC1	0	-9	6	0	103	0	0	-1.4	0	0
CCCCOc1ccc(C(=O)OC2CC(C)N(C)CC2C)cc1 (centres undefined)	5	-5	0	-8	93	-2	6	-0.5	23	-3
O=C(COC(=O)Cc1cccs1)Nc1ccccc1Cl	6	-2	0	-5	98	4	2	-2.0	6	-1
CCSC(=Nc1ccccc1)Nc1ccccc1	10	-4	-12	-4	104	-3	-3	0.1	20	-10
CCOCCc1nnc(NC(=O)Cc2ccccc2)s1	-4	.	1	0	92	4	8	0.3	-1	10
COCCCN(C(=O)CCOc1ccc(C(C)(C)C)cc1)c1c(N)n(Cc2ccccc2)c(=O)[nH]c1=O	-2	-6	1	-4	102	1	-12	-0.3	6	0
O=C(COC(=O)CNC(=O)c1ccc(Cl)cc1)NC1CCCCCC1	1	-2	4	-1	97	-1	5	-1.4	12	-51
COC(=O)CSc1nc(N)nc(C)c1Cl	2	-6	5	-3	99	0	-3	-1.6	6	0
COc1ccccc1OCc1ccc(C(=O)N2CCOCC2)o1	-3	-5	-4	0	97	1	9	0.4	1	-5
O=C(c1cnccn1)N(c1ccccc1)C1(C(=O)NC2CCCC2)CCCCC1	8	.	-4	-1	110	2	1	-0.4	-2	1
COc1cc2nc3n(c(=O)c2cc1OC)-c1cc2ccccc2cc1C(=O)NC3Cc1ccccc1 (centres undefined)	-3	-5	-12	2	99	6	2	-1.1	8	3
CN(C)CC(C)(C)CNC(=O)c1cc(Br)cc(Br)c1O	0	-7	-2	7	101	2	7	-2.0	4	-16
CC(=O)c1ccc(N(C)C)cc1	2	-5	-4	-5	103	2	0	-1.8	-3	3
CCOC(=O)Cn1c(-c2ccc(Cl)nc2)nc2ccccc21	0	-9	4	2	105	1	0	-1.2	15	-2
CCOC(=O)/C(=N\Nc1cccc(Cl)c1)Sc1nnc(-c2ccc(OC)cc2)n1C	-2	-8	0	0	104	2	-3	0.6	24	-5
COc1ccc(N2C(=O)CN(Cc3ccc(OC)c(OC)c3)C2=S)cc1	1	5	-8	6	99	-4	6	-1.4	2	3
O=C(c1cccc(NS(=O)(=O)c2ccc(Br)cc2)c1)N1CCN(c2ccccc2O)CC1	37	-7	-4	-3	97	1	-14	0.3	-8	0
COc1ccc(NC(=O)c2oc3ccccc3c2NC(=O)C2CC2)c(OC)c1	-1	-3	-7	-2	98	0	7	3.4	-1	-1

A draw from above in order of SMILES length, smallest number first.
SMILES	Exocytosis inh	CaV13 FRET inh	Cardio protect	HTR2A ag	ABCB6 inh 2	N-glyco inh	ABHD5-PLIN5 inh	MC4R ag barr	MC4R antag cAMP	PDI turbidity
CCOCCc1nnc(NC(=O)Cc2ccccc2)s1	-4	.	1	0	92	4	8	0.3	-1	10
COc1ccc(NC(=O)c2oc3ccccc3c2NC(=O)C2CC2)c(OC)c1	-1	-3	-7	-2	98	0	7	3.4	-1	-1
COCCCN(C(=O)CCOc1ccc(C(C)(C)C)cc1)c1c(N)n(Cc2ccccc2)c(=O)[nH]c1=O	-2	-6	1	-4	102	1	-12	-0.3	6	0

The list continues.
SMILES	Exocytosis inh	CaV13 FRET inh	Cardio protect	HTR2A ag	ABCB6 inh 2	N-glyco inh	ABHD5-PLIN5 inh	MC4R ag barr	MC4R antag cAMP	PDI turbidity
COc1ccc(N(C(=O)c2cnccn2)C(C(=O)NC2CCCCC2)c2cc(OC)c(OC)c(OC)c2)cc1 (centres undefined)	-5	-3	-2	-1	100	0	-2	0.8	5	-5
C=CCN1CCN(C(=O)CCc2ccccc2)CC1	-7	-13	6	2	99	2	-2	-0.2	14	-2
CN(C)S(=O)(=O)c1ccc(NC(=O)CCCNC(=O)c2ccc(Cl)cc2)cc1	20	-1	2	-2	97	-4	6	-0.1	4	-12
Cc1ccccc1NC(=O)CCN1CCc2ccccc2C1	3	-2	3	5	100	-2	5	-1.8	12	-1
COc1ccccc1NC(=O)C(CC=C(Cl)Cl)C(C)=O (centres undefined)	-3	-3	8	4	91	-1	1	-0.7	2	17
CC(C)c1ccccc1OCCNC(=O)c1cccnc1	0	-5	-10	3	94	0	-3	1.3	-2	-10
CC(C)(O)c1cc2ccccc2c(=O)o1	34	-10	7	3	103	-2	4	0.1	7	1
COC(=O)c1sccc1NC(=O)C1CCCCC1C(=O)O (centres undefined)	0	0	11	3	97	1	3	-2.8	12	7
CN(Cc1nccn1C)C(=O)c1ccc2nc(Cc3ccccc3F)oc2c1	-1	-6	-2	-3	96	0	-1	-0.8	20	-5
NS(=O)(=O)c1ccc(NC(=O)C(=O)NCCC(=O)O)cc1	13	-5	-1	5	94	2	14	2.1	4	-2
CCOC(=O)C1CCCN(C(=O)c2ccc(CS(=O)(=O)c3ccc(Br)cc3)o2)C1 (centres undefined)	4	-2	7	-3	97	-1	-2	1.6	17	-7
O=C(Nc1ccc2c(c1)CCC2)c1cnn2c1NC(c1ccco1)CC2C(F)(F)F (centres undefined)	-5	0	4	6	108	-3	14	17*	12	2
Cc1ccc(CNC(=O)Cn2nnc(C(=O)Nc3cc(C)ccc3C)c2N)cc1	0	-7	-10	4	83	-5	-3	4.4	2	9
CC(=O)Nc1cccc(NC(=O)CSc2ncc(-c3ccccc3)[nH]2)c1	0	-4	16	-1	91	4	-1	-2.1	-4	-7
Cc1ccc(S(=O)(=O)N2CCC(C(=O)N[C@@H](C)C(=O)NC3CCCCC3)CC2)cc1	-4	-4	0	-2	96	1	1	-2.2	7	-2
CC1CCN(Cc2c(C(=O)N/N=C/c3ccc(C(F)(F)F)cc3)nnn2-c2nonc2N)CC1	19	-4	3	5	94	13	0	24*	-8	4

Taken from the entries so far, 11 compounds:
SMILES	Exocytosis inh	CaV13 FRET inh	Cardio protect	HTR2A ag	ABCB6 inh 2	N-glyco inh	ABHD5-PLIN5 inh	MC4R ag barr	MC4R antag cAMP	PDI turbidity
COc1ccc(N(C(=O)c2cnccn2)C(C(=O)NC2CCCCC2)c2cc(OC)c(OC)c(OC)c2)cc1 (centres undefined)	-5	-3	-2	-1	100	0	-2	0.8	5	-5
C=CCN1CCN(C(=O)CCc2ccccc2)CC1	-7	-13	6	2	99	2	-2	-0.2	14	-2
CN(C)S(=O)(=O)c1ccc(NC(=O)CCCNC(=O)c2ccc(Cl)cc2)cc1	20	-1	2	-2	97	-4	6	-0.1	4	-12
Cc1ccccc1NC(=O)CCN1CCc2ccccc2C1	3	-2	3	5	100	-2	5	-1.8	12	-1
COc1ccccc1NC(=O)C(CC=C(Cl)Cl)C(C)=O (centres undefined)	-3	-3	8	4	91	-1	1	-0.7	2	17
CC(C)c1ccccc1OCCNC(=O)c1cccnc1	0	-5	-10	3	94	0	-3	1.3	-2	-10
CC(C)(O)c1cc2ccccc2c(=O)o1	34	-10	7	3	103	-2	4	0.1	7	1
COC(=O)c1sccc1NC(=O)C1CCCCC1C(=O)O (centres undefined)	0	0	11	3	97	1	3	-2.8	12	7
CN(Cc1nccn1C)C(=O)c1ccc2nc(Cc3ccccc3F)oc2c1	-1	-6	-2	-3	96	0	-1	-0.8	20	-5
NS(=O)(=O)c1ccc(NC(=O)C(=O)NCCC(=O)O)cc1	13	-5	-1	5	94	2	14	2.1	4	-2
CCOC(=O)C1CCCN(C(=O)c2ccc(CS(=O)(=O)c3ccc(Br)cc3)o2)C1 (centres undefined)	4	-2	7	-3	97	-1	-2	1.6	17	-7

No enrichment for hits (roughly 4.2% active in at least one column).
